V-ATPase pHluor = alters yeast V-ATPase proton transport. S. cerevisiae, pHLuorin cytosolic pH fluorescence. response, % at 10 µM. actives 0.37% (n = 350,000). AID 504577; in the data active = response mostly above about 7.3%, no sharp cut-off; inactive = mostly below about 5.4%; note: actives read high; inactives centre near 0; some compounds called inactive have numbers as strong as hits; reference of the scale not given here
MITF act = increases MITF-driven TRPM1 promoter luciferase signal; activation, % at 12.5 µM; SK-MEL-5 TRPM1-promoter luciferase, 24 h; % of positive control, neutral wells = 0; actives 0.75% (n = 300,000);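 active = mean activation of at least 80% with every replicate also reaching 80%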;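 note: 0% = neutral control wells and 100% = parthenolide positive control wells; values of inactives mirror those of a sister screen read the other way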
Tat transport = blocks Tat-dependent protein export in E. coli; inhibition, % at 10 µM; E. coli MC4100 TorA-mCherry Tat export, fluorescence; AID 488895; actives 0.036% (n = 340,000);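 active = mean replicate inhibition at least 50% and at least half of replicates individually reaching 50%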;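 note: exported cargo escapes ClpAP degradation while cytoplasmic cargo is degraded and loses fluorescence; 0% = median of neutral control wells and 100% = median of NaSCN control wells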
Rtt109 Vps75 = C. albicans Rtt109 histone acetyltransferase inhibition; purified Rtt109/Vps75, ThioGlo CoA-SH fluorescence, 4 h; actives 0.16% (n = 330,000); Q5AAJ8; inhibition, % at 34.9 µM;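 active = inhibition of at least 50% in every replicate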
CAL PDZ FP-1 = human CAL PDZ-peptide interaction inhibition | Q9HD26 | AID 504414 | inhibition, % at 20 µM | actives 0.02% (n = 330,000) | purified CAL PDZ, TMR-peptide fluorescence polarization, 1 h;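 active = highest replicate inhibition of at least 40%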;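 note: plate controls were DMSO neutral control wells for no effect and unlabeled competitor peptide control wells for full effect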
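System: purified tagged CAL PDZ domain construct (CerCALP). Schedule: 1 h incubation at room temperature before polarization reading. Medium: 25 mM sodium phosphate pH 7.4, 150 mM NaCl, TCEP, IgG, Thesit. Read-out: percent inhibition from loss of millipolarization. Measured by: FP readout, S and P plane fluorescence. Probe or stimulus: fluorescent TMR peptide probe.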
cardiac RTF act = increases calcium sensitivity of human cardiac regulated thin filaments. actives 0.24% (n = 340,000). IANBD-labeled TnC RTF fluorescence at EC20 calcium; 0% EC20 calcium, 100% full calcium. activation, % at 7.2 µM;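 active = activation above the mean over all tested compounds plus 3 SD, cut at about 30% in these data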;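 note: rise in fluorescence read as greater calcium sensitivity of cardiac thin filaments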
CDK5 p35 inh = inhibitors of human CDK5/p35 kinase | Recombinant CDK5/p35, ADP-Glo luminescence, 60 min | inhibition, % at 10 µM | actives 0.01% (n = 330,000);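 active = highest replicate inhibition of at least 50% and at least 75% of replicates reaching 50%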;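 note: plate controls were DMSO neutral control for no effect and GW8510 at 10 µM for full effect; many of its hits are not listed in these tables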
Target sequence (Q00535 whole entry, looked up): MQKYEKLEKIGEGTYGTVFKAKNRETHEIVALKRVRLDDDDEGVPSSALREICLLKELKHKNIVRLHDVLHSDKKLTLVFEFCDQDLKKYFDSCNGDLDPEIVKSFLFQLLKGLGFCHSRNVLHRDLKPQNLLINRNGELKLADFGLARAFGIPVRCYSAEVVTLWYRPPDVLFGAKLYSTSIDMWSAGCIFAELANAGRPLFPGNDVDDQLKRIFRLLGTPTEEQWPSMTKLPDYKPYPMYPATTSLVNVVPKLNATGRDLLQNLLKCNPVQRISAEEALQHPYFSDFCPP
Target sequence (Q15078 whole entry, looked up): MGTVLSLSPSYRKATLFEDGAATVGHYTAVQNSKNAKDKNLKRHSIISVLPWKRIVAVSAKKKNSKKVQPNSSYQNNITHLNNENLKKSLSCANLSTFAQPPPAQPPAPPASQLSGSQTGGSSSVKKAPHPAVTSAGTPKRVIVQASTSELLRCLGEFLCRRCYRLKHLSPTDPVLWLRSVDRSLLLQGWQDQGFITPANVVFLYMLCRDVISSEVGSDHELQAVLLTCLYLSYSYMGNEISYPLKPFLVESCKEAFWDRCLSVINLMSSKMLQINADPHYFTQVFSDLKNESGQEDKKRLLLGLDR
CAL PDZ FP-2 = inhibitors of human CAL PDZ peptide binding | Q9HD26 | purified CAL PDZ, TMR-peptide fluorescence polarization, 1 h | inhibition, % at 24.9 µM | actives 0.92% (n = 300,000) | AID 602252;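 active = mean inhibition of at least 30% with at least half of replicates also reaching 30%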;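 note: 0% = DMSO neutral control and 100% = excess unlabeled competitor peptide PRC23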
Wnt act = activators of Wnt/beta-catenin signaling. Wnt/beta-catenin reporter cell assay, activator, plate reader. activation, % at 9.35 µM. actives 1.2% (n = 300,000); in the data active = activation above about 30%, passing the limit was not always enough;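 note: 0% = neutral control wells and 100% = positive control wells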
dFosB act = enhances mouse delta FosB homodimer DNA binding; activation, % at 25 µM; actives 0.99% (n = 340,000); purified delta FosB, TAMRA-CDK5 oligo fluorescence polarization; percent of positive-control signal above neutral wells; P13346;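 active = mean activation above about 17%, with every replicate also reaching it, limit read from the data, passing the limit was not always enough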;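 note: fluorescence polarization rise as delta FosB binds a TAMRA Cdk5 AP-1 oligo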
Target sequence (P13346 whole entry, looked up): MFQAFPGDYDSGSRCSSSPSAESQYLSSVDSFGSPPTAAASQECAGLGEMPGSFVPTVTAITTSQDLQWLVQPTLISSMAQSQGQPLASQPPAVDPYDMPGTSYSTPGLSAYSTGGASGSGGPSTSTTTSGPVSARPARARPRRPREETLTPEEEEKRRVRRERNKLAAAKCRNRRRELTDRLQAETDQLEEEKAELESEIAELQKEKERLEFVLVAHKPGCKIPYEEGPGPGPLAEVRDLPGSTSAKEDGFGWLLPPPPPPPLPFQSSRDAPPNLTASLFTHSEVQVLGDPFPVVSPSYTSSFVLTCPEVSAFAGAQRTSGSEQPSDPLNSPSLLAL
* = called active by the depositor; / = no result given. Rows were taken by chance, and some 4.1% of all compounds hit somewhere here.

SMILES | V-ATPase pHluor | MITF act | Tat transport | Rtt109 Vps75 | CAL PDZ FP-1 | cardiac RTF act | CDK5 p35 inh | CAL PDZ FP-2 | Wnt act | dFosB act
COc1ccc(NC(=O)C2C3C=CC4(O3)C2C(=O)N(CCN2CCCCC2C)C4C(=O)NC2CCCC(C)C2C)cc1 (stereo unspecified) | 0 | 10 | 2 | 9 | -0.3 | -3 | -0.7 | 8 | 0 | -3
COc1ccccc1C(CNC(=O)c1cccc(S(=O)(=O)Nc2ccc(F)cc2)c1)N(C)C (stereo unspecified) | -2 | 1 | -2 | 6 | -1.2 | -6 | -0.3 | 5 | -1 | -14
CC1CN(C(=O)c2cc3cc(F)ccc3[nH]2)CC(C)O1 (stereo unspecified) | 2 | -18 | -6 | 6 | -0.6 | 0 | -0.6 | 6 | 3 | 2
O=C(Cn1cnc2ccccc21)OCC(=O)N1CCCCC1 | 2 | 15 | 4 | 7 | -0.3 | -9 | 0.0 | / | -5 | 13
Cn1nc(-c2ccc(C(=O)Nc3cccnc3)cc2)c2ccccc2c1=O | 1 | 6 | -7 | -3 | 0.3 | -5 | -1.2 | 2 | -13 | 7
O=c1[nH]cnc2sc3c(c12)CCCCC3 | 8 | 9 | 1 | 1 | -1.2 | 2 | -0.7 | 2 | -4 | -4
COc1cc(NC(=O)c2cccs2)c(C(=O)OCC(=O)c2cc(C)n(-c3ccc(F)cc3)c2C)cc1OC | 2 | -17 | -7 | 2 | -1.0 | -7 | 0.2 | -5 | -2 | -4
Cc1ccc(S(=O)(=O)N(C)c2ccc(OCC(=O)Nc3nnc(C4CC4)s3)cc2)cc1 | 1 | -2 | 5 | 3 | -1.2 | -4 | -8.3 | / | -1 | -6
COc1ccc(CCNC(=O)Cn2c(=O)n(CCCC(=O)NCc3ccco3)c(=O)c3sccc32)cc1OC | 0 | 17 | -7 | -1 | -0.9 | 2 | -0.6 | 3 | 0 | -3
CC[C@]12C(=O)N(C)C[C@H]([C@@H]3C(=O)N(C)C(=O)[C@@H]31)N2C(=O)c1ccc(C(F)(F)F)cc1 | 2 | 16 | 2 | -8 | 0.2 | -4 | 1.6 | 2 | -4 | -7
N#Cc1ccc(NC(=S)NC(=O)CCc2ccc(S(=O)(=O)N3CCOCC3)cc2)cc1 | 6 | 2 | 2 | 5 | -0.7 | -3 | 1.4 | 7 | -4 | -5
CC(C)c1ccc(-n2ccnc2SCC(=O)O)cc1 | 2 | -1 | -1 | 7 | -0.6 | 3 | -1.7 | 1 | -1 | -2
CC(=O)N1c2ccc(S(=O)(=O)NCC3CCC(C(=O)Nc4ccc(C)cn4)CC3)cc2CC1C (stereo unspecified) | 2 | -26 | -2 | -2 | -1.2 | -3 | -1.0 | -3 | -5 | -13
Cc1ccc(N(CC(=O)NC2CCCCC2)S(=O)(=O)c2c(C)nn(C)c2C)cc1 | 0 | 1 | 2 | 1 | -0.5 | 6 | 0.6 | -1 | -3 | -11
FC(F)(F)c1ccccc1NC(=S)NN1CCOCC1 | 6 | / | 0 | 11 | 0.6 | 7 | -0.1 | -2 | / | -8
COc1ccc(NS(=O)(=O)c2ccc(NS(=O)(=O)c3ccc(SC)cc3)cc2)c(OC)c1 | 10 | 2 | -5 | 16 | -2.0 | 0 | 2.9 | / | / | 1
Cn1c(=O)c2[nH]c(CNc3ccc(C(=O)O)cc3)nc2n(C)c1=O | 0 | 0 | -10 | -6 | -1.6 | 1 | 1.6 | 1 | 13 | -3
CN(C(=O)COC(=O)C(C)(C)Oc1ccc(Cl)cc1)c1c(N)n(Cc2ccccc2)c(=O)[nH]c1=O | 1 | -2 | -3 | 22 | -2.3 | -9 | 0.2 | -3 | -5 | -2
Cc1ccc2c(c1)N(C(=O)CCC(=O)NCCCN1CCC(Cc3ccccc3)CC1)CCO2 | -3 | 3 | -10 | 12 | -1.1 | 1 | -0.2 | 2 | -7 | 1
CN(CC(=O)Nc1cccc(F)c1)C(=O)CC1CCCC1 | 5 | 4 | 11 | 12 | -2.4 | -5 | -2.3 | -6 | -1 | -2
Cc1ccc(C(=O)C(C)OC(=O)Cc2n[nH]c(=O)c3ccccc23)cc1 (stereo unspecified) | 4 | -4 | 3 | -1 | -0.7 | 5 | -1.5 | -1 | 2 | -9
O=C(COc1ccc(-n2cnnn2)cc1)NC(=O)NCc1ccccc1 | / | / | -2 | 2 | -2.0 | -16 | 0.3 | 50* | -5 | -13
O=C(NCc1cccnc1)c1ccc2c(=O)n(CCCN3CCCC3=O)c(=S)[nH]c2c1 | -5 | / | -9 | / | -3.6 | 0 | -1.9 | 1 | / | 7
Cc1[nH]c(-c2ccc(F)cc2)cc1C(=O)N1CCN(c2cccc(Cl)c2)CC1 | 0 | 0 | 6 | / | 0.5 | 1 | 0.7 | -1 | -3 | -11
COc1ccccc1NC(=O)/C(=C\c1cccnc1)NC(=O)c1ccc(C)cc1 | 2 | -1 | -8 | -1 | -1.2 | -3 | 0.2 | 42* | 0 | -15
Cc1ccc(NC(=O)CSc2nc3c([nH]c4ccccc43)c(=O)n2C)cc1 | -1 | / | 17 | -10 | 0.5 | -3 | -3.4 | / | -3 | 8
CCOC(=O)N1CCc2c(sc(NC(=O)CN(CC)CC)c2C#N)C1 | 5 | / | -1 | -1 | -1.4 | / | 0.2 | / | -3 | -4
C/C(=N\OCC(=O)Nn1c(=O)[nH]c2ccccc2c1=O)c1cccs1 | 2 | -7 | 1 | -6 | -1.4 | 5 | -1.1 | / | -1 | -5
N#C/C(=C\c1cccnc1)C(=O)Nc1ccccc1[N+](=O)[O-] | 0 | -20 | -7 | 4 | -0.3 | 4 | -0.7 | 0 | 2 | -19
CCCCCN(C(=O)CCC(=O)OCCOc1cccc(C)c1)c1c(N)n(CCCC)c(=O)[nH]c1=O | -2 | -4 | 7 | 0 | 0.0 | 5 | 1.1 | 0 | -2 | -14
COc1ccc(CN(CC(=O)NC(C)C)C(=O)CCC(=O)Nc2nccs2)cc1 | 0 | / | -9 | -1 | -2.0 | 6 | -0.8 | 3 | -1 | 0
O=C(Nc1cccc(O)c1)c1noc2c1CCc1ccccc1-2 | 1 | 15 | 0 | 8 | -3.4 | -12 | 1.6 | -5 | / | -18
Cc1ccc2c(CSc3nnc(C4CC4)n3N)cc(=O)oc2c1 | -1 | 1 | -24 | -4 | 0.0 | 3 | -2.7 | -8 | / | 0
Nc1nnc(-c2cccc([N+](=O)[O-])c2)o1 | -1 | 13 | -1 | -12 | -0.8 | 1 | -0.3 | 3 | 2 | 5
OCC1CCCCN1C(=S)Nc1ccc(Cl)cc1Cl (stereo unspecified) | 0 | 8 | 5 | -4 | -0.1 | -2 | -0.5 | / | -5 | 1
Cc1ccc(N/C=C/C(=O)c2ccc(C)cc2)cc1 | -5 | 63 | -6 | -5 | -0.1 | -4 | -1.4 | / | / | -9
Cc1oc(-c2cccc(Cl)c2)nc1CS(=O)(=O)CC(=O)NCCCN1CCOCC1 | 0 | / | -15 | -4 | -0.4 | 2 | -0.1 | -1 | -1 | -4
Clc1ccc2nc(-c3ccccc3)c(CN3CCOCC3)n2c1 | 5 | 6 | -8 | 18 | -1.7 | -7 | 1.3 | / | / | -6
CCOC(=O)C1CCCN(C(=O)/C(=C/c2ccco2)NC(=O)c2ccccc2)C1 (stereo unspecified) | -3 | -7 | -3 | 13 | -2.2 | -7 | 0.3 | / | 0 | -4
CC(C)c1nn2c(=O)cc(COc3cccc(NC(=O)c4ccco4)c3)nc2s1 | -1 | 0 | 4 | -1 | -0.9 | 5 | -0.1 | -7 | -1 | -3
CC(C)N(C(=O)[C@H]1C[C@H](CC(=O)NCC23CC4CC(CC(C4)C2)C3)C(=O)N2CCc3c([nH]c4cc(CCC(=O)N(C)C)ccc34)[C@]12C)C(C)C | 2 | -16 | 15 | -2 | -0.4 | -1 | 0.2 | -1 | -2 | -1
O=C(O)CC1(CC(=O)Nc2ccc(C(F)(F)F)cc2)CCCC1 | 1 | -1 | -4 | 5 | -1.3 | -2 | -0.8 | / | 0 | -4
COc1ccc(C(=O)N(C)c2ccccc2C(=O)NCCc2ccccc2)cc1 | -1 | -11 | -7 | 2 | -2.6 | 2 | -1.1 | -4 | -1 | -3
Cc1ccc(C(=O)Nc2cc([N+](=O)[O-])ccc2F)s1 | 5 | 15 | -6 | -9 | -0.4 | 4 | -0.7 | 0 | 2 | -5
COc1ccc(CN2CCC(C(=O)NCCc3ccc(OC)c(OC)c3)CC2)c(OC)c1 | 3 | 0 | -3 | -6 | -5.0 | 2 | -1.3 | -4 | / | -10
Cc1c(C)c(C)c(C(=O)C2CCN(c3ccc([N+](=O)[O-])cn3)CC2)c(C)c1C | -3 | -7 | 1 | -19 | 0.8 | 0 | 1.8 | -2 | 25 | -6
O=C(CSCc1ccc([N+](=O)[O-])cc1)NCCSCc1ccccc1 | 2 | -2 | -5 | -3 | -0.2 | 3 | 4.6 | -1 | 1 | 6
COCCn1c(C)nc2oc3ccc(Br)cc3c(=O)c2c1=O | -1 | -9 | 0 | -7 | -1.9 | 2 | 0.7 | -5 | / | -3

In another format: results already given.
Screens in order: V-ATPase pHluor, MITF act, Tat transport, Rtt109 Vps75, CAL PDZ FP-1, cardiac RTF act, CDK5 p35 inh, CAL PDZ FP-2, Wnt act, dFosB act
CC(=O)N1c2ccc(S(=O)(=O)NCC3CCC(C(=O)Nc4ccc(C)cn4)CC3)cc2CC1C (stereo unspecified)
    2, -26, -2, -2, -1.2, -3, -1.0, -3, -5, -13
Cc1ccc(N(CC(=O)NC2CCCCC2)S(=O)(=O)c2c(C)nn(C)c2C)cc1
    0, 1, 2, 1, -0.5, 6, 0.6, -1, -3, -11
FC(F)(F)c1ccccc1NC(=S)NN1CCOCC1
    6, /, 0, 11, 0.6, 7, -0.1, -2, /, -8
COc1ccc(NS(=O)(=O)c2ccc(NS(=O)(=O)c3ccc(SC)cc3)cc2)c(OC)c1
    10, 2, -5, 16, -2.0, 0, 2.9, /, /, 1

Going on with the list:
SMILES | V-ATPase pHluor | MITF act | Tat transport | Rtt109 Vps75 | CAL PDZ FP-1 | cardiac RTF act | CDK5 p35 inh | CAL PDZ FP-2 | Wnt act | dFosB act
O=[N+]([O-])c1ccc(Sc2n[nH]c(-c3ccco3)n2)nc1 | 5 | 7 | -2 | 15 | -2.8 | 0 | -1.3 | 0 | 0 | 0
COc1ccc(N2CC(C(=O)NC3CCCCC3)CC2=O)cc1 (stereo unspecified) | -1 | -8 | -5 | -7 | -1.1 | 1 | -0.3 | / | -3 | -3
CC(=O)c1cccc(NS(=O)(=O)c2ccc3c(c2)oc(=O)n3C)c1 | -1 | / | 12 | 8 | -0.4 | -3 | -8.0 | -2 | / | -7
S=P(N1CC1)(N1CC1)N1CC1 | 0 | -1 | -4 | -10 | 0.6 | 2 | 1.0 | -11 | -6 | 1
O=C(COc1ncnc2sccc12)NC1CCCc2ccccc21 (stereo unspecified) | -1 | -8 | 3 | 26 | -2.2 | -3 | 0.1 | -5 | 7 | 4
O=C(OCc1cccc(F)c1)c1cc2ccccc2cc1O | -1 | 6 | 8 | -2 | -1.5 | 1 | 0.6 | 3 | 0 | -1
Cn1c(CNC(=O)c2ccc(Cl)cc2)nnc1SCC(=O)NC1=NCCS1 | 2 | -8 | -1 | 0 | -3.0 | -5 | 2.0 | 17 | 17 | 6

Compound activity as filed in PubChem.
